mouse EphA4 binding – inhibitors of EphA4 binding to KYL peptide, primary screen, biochemical, colorimetric, mouse EphA4 (AID 689); inhibition, % at 10 µM, or IC50 in µM where a hit was titrated; 62,000 tested, 0.1% active; EphA4-AP binding to KYL peptide, pNPP A405; higher % means a stronger effect; in the data active means a potency from the dose series; inactive means the rest, 99 in 100 with inhibition below about 22%
An asterisk follows results filed as active. A portion of the library. The share of hits here may be higher or lower than overall.

A first look:
molecule | mouse EphA4 binding
C=CCN(CC=C)C(=S)Nc1ccccc1 | 8%
CCNC(=O)COn1c(SCC(=O)NCC)nc2ccccc2c1=O | -8%
CC(C)=C1C2CCC1C1C(=O)N(c3nc(-c4ccc(C(C)C)cc4)c(C)s3)C(=O)C21 (centres undefined) | 5%
Cn1c(CSCc2ccc(F)cc2)nnc1SCC(=O)N1CCN(c2ccccc2)CC1 | -1%
COC(=O)c1cn(-c2ccccc2)nc1-c1cccnc1 | 6%
CCCOc1ccc(/C(O)=C2/C(=O)C(=O)N(CCN(C)C)C2c2ccc(O)c(OC)c2)cc1 (centres undefined) | -5%
Cc1nnc(NCc2ccco2)c2ccccc12 | 2%
CC(C(=O)NC1CCCC1)N(C(=O)c1ccc(-c2ccccc2)[nH]1)c1ccccc1F (centres undefined) | -5%
CC(=O)c1c(C)oc2c1cc(OC(=O)c1ccco1)c1ccccc12 | 6%
CCOC(=O)CSc1nc2sc3c(c2c(=O)[nH]1)CC(C)(CC)OC3 (centres undefined) | 3%
CC(=O)Oc1ccccc1-c1nc2s/c(=C/c3ccco3)c(=O)n2n1 | -15%
Clc1ccc(-c2nnc(CSc3nnc(-c4cccs4)o3)o2)cc1 | -16%
Cc1oc(-c2cccc(Cl)c2)nc1CN1CCCC(C(=O)NCc2ccco2)C1 (centres undefined) | 3%
CC(=O)c1sc(N)c(C(=O)OC(C)C)c1C | 3%
O=C(C1CC1)N1CCN=C1SCc1ccc(Cl)cc1 | -1%
CCOC(=O)C(=CNc1ccccc1C(=O)O)C(=O)OCC | -7%
COc1ccc(CCNC(=O)CNS(=O)(=O)c2ccc(Br)s2)cc1OC | -6%
CCOC(=O)c1coc(CNC(=O)c2c(C)oc3c2CCCC3)c1 | -25%
CCCCOc1ccc2c(=O)c(Oc3ccccc3Br)coc2c1 | 4%
Nc1nnc(CC(=O)N/N=C/c2cccc([N+](=O)[O-])c2)s1 | -11%
Cc1cc(NCc2ccccc2)nc(-c2ccccc2O)n1 | -3%
Cc1ccc(N=Nc2c(O)n(CN3CCOCC3)c3ccccc23)cc1 | -22%
Cn1c(N)c(C(=O)COC(=O)CCCc2c[nH]c3ccccc23)c(=O)n(C)c1=O | -13%

This part in full, previewed entries included:
molecule | mouse EphA4 binding
C=CCN(CC=C)C(=S)Nc1ccccc1 | 8%
CCNC(=O)COn1c(SCC(=O)NCC)nc2ccccc2c1=O | -8%
CC(C)=C1C2CCC1C1C(=O)N(c3nc(-c4ccc(C(C)C)cc4)c(C)s3)C(=O)C21 (centres undefined) | 5%
Cn1c(CSCc2ccc(F)cc2)nnc1SCC(=O)N1CCN(c2ccccc2)CC1 | -1%
COC(=O)c1cn(-c2ccccc2)nc1-c1cccnc1 | 6%
CCCOc1ccc(/C(O)=C2/C(=O)C(=O)N(CCN(C)C)C2c2ccc(O)c(OC)c2)cc1 (centres undefined) | -5%
Cc1nnc(NCc2ccco2)c2ccccc12 | 2%
CC(C(=O)NC1CCCC1)N(C(=O)c1ccc(-c2ccccc2)[nH]1)c1ccccc1F (centres undefined) | -5%
CC(=O)c1c(C)oc2c1cc(OC(=O)c1ccco1)c1ccccc12 | 6%
CCOC(=O)CSc1nc2sc3c(c2c(=O)[nH]1)CC(C)(CC)OC3 (centres undefined) | 3%
CC(=O)Oc1ccccc1-c1nc2s/c(=C/c3ccco3)c(=O)n2n1 | -15%
Clc1ccc(-c2nnc(CSc3nnc(-c4cccs4)o3)o2)cc1 | -16%

The list continues:
molecule | mouse EphA4 binding
Cc1oc(-c2cccc(Cl)c2)nc1CN1CCCC(C(=O)NCc2ccco2)C1 (centres undefined) | 3%
CC(=O)c1sc(N)c(C(=O)OC(C)C)c1C | 3%
O=C(C1CC1)N1CCN=C1SCc1ccc(Cl)cc1 | -1%
CCOC(=O)C(=CNc1ccccc1C(=O)O)C(=O)OCC | -7%
COc1ccc(CCNC(=O)CNS(=O)(=O)c2ccc(Br)s2)cc1OC | -6%
CCOC(=O)c1coc(CNC(=O)c2c(C)oc3c2CCCC3)c1 | -25%
CCCCOc1ccc2c(=O)c(Oc3ccccc3Br)coc2c1 | 4%
Nc1nnc(CC(=O)N/N=C/c2cccc([N+](=O)[O-])c2)s1 | -11%
Cc1cc(NCc2ccccc2)nc(-c2ccccc2O)n1 | -3%
Cc1ccc(N=Nc2c(O)n(CN3CCOCC3)c3ccccc23)cc1 | -22%
Cn1c(N)c(C(=O)COC(=O)CCCc2c[nH]c3ccccc23)c(=O)n(C)c1=O | -13%
COc1cc(NC(=O)COc2ccccc2C)ccc1NC(=O)c1ccco1 | 7%

Next results.
molecule | mouse EphA4 binding
C/C(=N\N=C1\NC(=O)C(CC(=O)Nc2ccccc2C)S1)c1ccco1 (centres undefined) | -6%
COc1ccc(N=Cc2c(O)[nH]c3ccccc23)cc1 | -12%
Cc1oc2cc(Br)c(OCC(=O)C(C)(C)C)cc2c1C(=O)OC(C)C | -4%
CC(=O)c1ccc(NC(=O)Cn2nc(C)cc2C)cc1 | -29%
O=C(NC(=S)Nc1ccc2oc(-c3ccc(F)cc3)nc2c1)c1ccco1 | 1%
CCOC(=O)C1=C(N)n2c(s/c(=C\c3cccs3)c2=O)=C(C(=O)OCC)C1c1cccs1 (centres undefined) | -7%
COc1ccc(/C=C2\SC(=S)N(NC(=O)c3csc4c3CCCC4)C2=O)cc1 | 11%
CCOC(=O)CCCNC(=O)CN1C(=O)NC2(CCCCCC2)C1=O | -8%
Cn1c(=O)c2c(SC3CCCC3)nc(C3CC3)nc2n(C)c1=O | -7%
COc1ccc(OC)c(-c2cc(C(=O)Nc3c(C)nn(Cc4ccccc4Cl)c3C)no2)c1 | 0%
Cc1ccc(N2C(=O)c3ccc4c5c(ccc(c35)C2=O)CC4)c(C)c1 | 2%
COc1cc(C2C(C#N)=C(N)Oc3cc(O)ccc32)cc2c1OCO2 (centres undefined) | 8%

The results go on.
molecule | mouse EphA4 binding
NS(=O)(=O)c1ccc(NC(=S)NCc2ccc(Cl)cc2)cc1 | -4%
CCOCC(=O)Nc1nnc(C)s1 | -12%
C=CCNC(=O)c1cc(-c2ccc(Br)cc2)on1 | -1%
CCOc1ccc(CCNC(=O)CN2CCN(Cc3ccc(F)cc3)C2=O)cc1OCC | -9%
N#Cc1nc(-c2cccs2)oc1NCCN1CCOCC1 | 3%
COc1ccc(-c2cc(CNC(=O)CN(C)Cc3ccccc3)on2)cc1 | -16%
Nc1cc(C(=O)c2cccs2)ccc1Cl | 23%
COCC(O)CN1CCN(c2ccc([N+](=O)[O-])cc2Cl)CC1 (centres undefined) | -12%
CC(C)C(c1nnnn1Cc1ccco1)N1CCN(c2nc3ccccc3s2)CC1 (centres undefined) | -1%
CC(C)Sc1nc2c(c(=O)n(C)c(=O)n2C)n1C | -19%
COc1ccc(C(=O)/C=C\Nc2ccc3c(c2)OCO3)cc1OC | -7%
Cc1ccc(S(=O)(=O)NC2=NCCC2)cc1 | -3%

New compounds follow
molecule | mouse EphA4 binding
CCOC(=O)c1ccccc1NC(=O)Cn1cnc2c(cnn2-c2ccc(F)cc2)c1=O | -2%
Nc1ccc(N2CCCCCC2)cc1 | -19%
Cc1ccc(OCC(=O)NN=C2c3ccccc3-c3ccccc32)cc1 | -6%
COc1ccc(-c2cc(C(F)(F)F)c(C#N)c(SCC(=O)Nc3ccccc3C#N)n2)cc1 | 3%
COc1ccc(NC(=O)C(F)(F)F)cc1OC | -6%
Cc1ccc(NCN2C(=O)C3C4C=CC(C4)C3C2=O)cc1 (centres undefined) | -20%
O=C(Cn1cncn1)N/N=C/c1c2ccccc2cc2ccccc12 | -2%
Cc1ccc(-c2c3c(=O)n(C)c(=O)n(C)c3cn2-c2ccccc2O)cc1 | 11%
Cc1ccc2cc(C(c3nnnn3C(C)(C)C)N3CCCC3)c(=O)[nH]c2c1C (centres undefined) | -6%
CCOc1ccc(C(=O)CCN2CCCCC2)cc1 | 14%
CCCn1c(CNC(=O)c2ccccc2)nc2ccccc21 | -17%
COC(Cc1n[nH]c(=S)n1-c1ccc(Cl)cc1)OC | -10%

Later entries.
molecule | mouse EphA4 binding
NC(N)=N/N=C/c1ccc(OCc2ccc(Cl)cc2)cc1 | -16%
COc1cccc(-c2nc(-c3ccc(NC(=O)c4cccs4)cc3)no2)c1 | -7%
CCn1c(=O)c2cc(C(=O)NCCN3CCOCC3)sc2c2ccccc21 | 3%
CCOC(=O)c1c(-c2ccccc2)nc2ccc(Cl)cn12 | -51%
CCn1c(SCC(=O)NCCc2ccccc2)nnc1-c1cccs1 | -8%
CCc1ccccc1NC(=O)/C(C#N)=C\c1ccc(Sc2ccccc2)o1 | 10%
COC(=O)c1cccc(Nc2nc3ccccc3nc2C)c1 | 8%
Cc1ccccc1C(=O)c1cccn1CC(=O)NCc1ccco1 | -15%
COc1ccc(N2C(=O)CSC23C(=O)N2CCCc4cccc3c42)cc1 (centres undefined) | 1%
COc1ccc(CN2C(=O)CCC2(C)C(=O)NC2CCCCC2)c(OC)c1 (centres undefined) | -1%
CC(=O)Nc1ccccc1-c1nc2ccccc2nc1OCC(=O)c1ccc(Br)cc1 | -5%

Source: PubChem
